Screening results deposited in PubChem BioAssay by National Center for Advancing Translational Sciences (NCATS).
Pol iota inh: blocks human DNA polymerase iota activity. AID 588590. Pol iota fluorescent replication assay, 10 min. 390,000 tested, 1% active. Q9UNA4. Potency, µM (highest dose often 115 µM), inactives show top-dose activity, negative = inhibition, actives largely listed as inhibitors; note: potency is the fitted concentration of half-maximal effect
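Pol iota at 10 nM preincubated 15 min with compounds at room temperature; reaction started with fluorescent substrate, 50 nM final. Fluorescence read kinetically at 0 and 10 min; buffer-only wells as negative control.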
POLK inh: DNA polymerase kappa (human) inhibition | Q9UBT6 | purified Pol kappa, fluorescent DNA synthesis assay, 10 min | Potency, µM (titrated, usually from 107 µM), inactives show at the top dose activity, negative = inhibition, most hits filed as inhibitors | 400,000 tested, 0.53% active | AID 588579; note: potency is the fitted concentration of half-maximal effect; % is set by controls: 0 for no effect and ±100 for the full control effect
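10 nM Pol kappa was preincubated with compounds for 15 min at room temperature. Reaction started with 50 nM (final) substrate. Fluorescence read kinetically at 0 and 10 min.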
APE1 inh: inhibitors of human APE1 endonuclease; P27695; recombinant APE1, TAMRA/BHQ-2 abasic DNA cleavage fluorescence; Potency, µM (series often up to 65.8 µM), for inactives: at the top dose activity change, negative = inhibition, usual class: inhibitors; 350,000 tested, 0.35% active; AID 2517;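 note: potency is the fitted concentration of half-maximal effect; plate controls were vehicle for no effect and reference inhibitor for full effect; nearly all actives have a fitted effect of over 55% in size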
Target sequence (P27695 whole entry, looked up): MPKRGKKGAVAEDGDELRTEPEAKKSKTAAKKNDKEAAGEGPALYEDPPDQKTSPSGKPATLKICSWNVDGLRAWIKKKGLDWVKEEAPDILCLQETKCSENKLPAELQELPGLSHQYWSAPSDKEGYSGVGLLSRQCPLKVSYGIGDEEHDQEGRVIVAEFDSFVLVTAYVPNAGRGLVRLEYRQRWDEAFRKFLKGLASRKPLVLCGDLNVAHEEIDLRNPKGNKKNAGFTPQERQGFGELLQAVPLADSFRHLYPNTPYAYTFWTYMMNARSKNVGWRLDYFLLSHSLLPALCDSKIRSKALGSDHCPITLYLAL
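Enzyme (0.75 nM final) and test compound are incubated 15 min at room temperature before adding 50 nM quenched THF abasic-site duplex. Cleavage dequenches TAMRA, followed at 525/598 nm over three reads one minute apart.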
ERG Ets-DNA blk: inhibitors of human ERG Ets domain-DNA interaction. P11308. fluorescence polarization, His-ERG Ets domain / labelled DNA. 370,000 tested, 0.028% active. Potency, µM (top dose mostly 76.9 µM), without a hit: at the highest dose FP activity, negative = inhibition, hits mostly inhibitors; active = well fitted inhibition curve with a large enough effect in the polarisation, with a control signal flat; inconclusive = small, poorly fitted or top-dose-only effect, or effect the other way, or a change in a side signal; inactive = no such curve, though single readings can be large or run the other way; the % refers to the polarisation;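 note: polarization taken with two DNA probes labelled with fluorescein and Texas red; potency is the fitted concentration of half-maximal effect; % of control where 0% means no effect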
Target sequence (P11308 whole entry, looked up, the tested form may be a part): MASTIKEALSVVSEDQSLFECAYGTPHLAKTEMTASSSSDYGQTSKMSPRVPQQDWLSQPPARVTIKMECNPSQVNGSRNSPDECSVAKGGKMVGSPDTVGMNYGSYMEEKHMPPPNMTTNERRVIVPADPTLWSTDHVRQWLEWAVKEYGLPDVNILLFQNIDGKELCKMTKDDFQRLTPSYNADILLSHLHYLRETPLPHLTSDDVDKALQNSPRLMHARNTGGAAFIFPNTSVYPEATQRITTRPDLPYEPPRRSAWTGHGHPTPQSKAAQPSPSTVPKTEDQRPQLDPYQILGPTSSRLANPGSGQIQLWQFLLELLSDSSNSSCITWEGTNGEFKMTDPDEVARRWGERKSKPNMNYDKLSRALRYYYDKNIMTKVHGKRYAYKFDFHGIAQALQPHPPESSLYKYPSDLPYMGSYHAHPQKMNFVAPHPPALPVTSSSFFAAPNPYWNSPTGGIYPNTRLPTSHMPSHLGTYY
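His-tagged ERG Ets domain (1 uM in the protein solution; 300mM KCl, 50mM Tris-HCl, 1mM EDTA, 1mM DTT, pH 7.5) received compound, then a probe mix of 5 nM fluorescein-DNA and 100nM Texas-615-DNA. Fluorescence polarization was read for both dyes.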
TRHR ag: TRH receptor (human) agonism. 360,000 tested, 0.18% active. TRHR cells, calcium flux fluo-8, FDSS agonist mode. activation, % at 2 µM; in the data active = activation above about 30%; note: 0% is about no effect
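Read-out: compound-evoked intracellular calcium rise in TRHR cells, fluo-8 dye, kinetic FDSS fluorescence at 1 s/cycle following a 10-cycle baseline. Cells cultured overnight before dye loading (30 min–1.5 h, RT).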
Anesthetic bind: binds horse apoferritin like a general anesthetic; apoferritin/1-aminoanthracene competitive binding, fluorescence; Potency, µM (top dose mostly 77.5 µM), inactives show at the top dose activity change, negative = displacement, usual class: inhibitors; P02791; 350,000 tested, 0.074% active; note: potency is the fitted concentration of half-maximal effect; % is set by controls: 0 for no effect and ±100 for the full control effect; nearly all actives have a fitted effect of over 20% in size
Target sequence (P02791 2-175 limits assumed): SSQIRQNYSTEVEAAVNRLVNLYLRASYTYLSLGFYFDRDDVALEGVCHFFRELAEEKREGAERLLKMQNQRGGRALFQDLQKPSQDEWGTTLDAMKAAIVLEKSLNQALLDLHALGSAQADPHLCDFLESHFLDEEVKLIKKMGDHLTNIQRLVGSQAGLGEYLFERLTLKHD
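Horse-spleen apoferritin (10 uM) in 50% saturated 1-aminoanthracene in PBS was incubated 10 min at room temperature with compound. Fluorescence (ex 380, em 535 nm) was normalized to free and bound 1-AMA, with concentration-response fitted by a four-parameter Hill equation.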
BLM inh: inhibitors of human Bloom syndrome helicase BLM | P54132 | recombinant BLM DNA unwinding, fluorescence dequenching | Potency, µM (highest dose often 56.1 µM), inactives show at the top dose activity change, negative = inhibition, actives largely listed as inhibitors | 350,000 tested, 0.2% active | AID 2528;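 note: potency is the fitted concentration of half-maximal effect; plate controls were vehicle for no effect and no enzyme for full effect; nearly all actives have a fitted effect of over 35% in size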
ALOX12 inh: inhibitors of human 12S-lipoxygenase ALOX12; P18054; purified 12hLO, xylenol orange hydroperoxide absorbance; Potency, µM (doses to about 108 µM), without a hit: top-dose activity change, negative = inhibition, most hits filed as inhibitors; 580,000 tested, 1.1% active; AID 1671190; note: potency is the fitted concentration of half-maximal effect; % is set by controls: 0 for no effect and ±100 for the full control effect
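Purified human 12hLO (150 nM final) in 25 mM Hepes, 0.01% Triton X-100, pH 7.0 was preincubated 15 min at room temperature with compound. Then 40 uM arachidonic acid was added, 30 min. Hydroperoxide was read by Fe-XO absorbance ratio 573/405 nm.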
Pol beta inh: DNA polymerase beta (human) inhibition; Pol beta primer extension/strand displacement, fluorescence kinetic; Potency, µM (top dose mostly 114 µM), for the others: top-dose activity change, negative = inhibition, hits mostly inhibitors; P06746; AID 485314; 340,000 tested, 1.3% active; note: potency is the fitted concentration of half-maximal effect; % is set by controls: 0 for no effect and ±100 for the full control effect
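Pol beta (10 nM) and compounds were preincubated 15 min at room temperature, then 50 nM substrate (final) started primer extension/strand displacement. Reads were taken at 0 and 10 min; concentration-response data were fitted to a four-parameter Hill equation.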
* = called active by the depositor; u = inconclusive; x = not tested or not shown; & = joins results of further samples; [ ] = remark or other dose. Unless noted, calls come from the whole dose curve; as a rule, active = well fitted curve in the direction sought with a large enough effect; inconclusive = small, poorly fitted or top-dose-only effect, or another doubt; inactive = no such curve, though single readings can be large; an effect the other way counts as inactive or inconclusive.

SMILES | Pol iota inh | POLK inh | APE1 inh | ERG Ets-DNA blk | TRHR ag | Anesthetic bind | BLM inh | ALOX12 inh | Pol beta inh
O=C(COc1ccccc1O)Nc1ccc(Cl)cc1 | -7.2% | -14.4% | -1.4% | -7.7% | 0.1 | -4.0% | -1.6% | 0.0% | 34.6%
O=C(NC(=O)c1ccccc1F)OCc1ccc(Cl)cc1Cl | 20.2% | -4.1% | -1.8% | -0.1% | 0.0 | 2.1% | -6.7% | 83.3%[activator] | 9.2%
CC(=O)N1CCc2c(sc3c2c(=O)n(Cc2ccccc2)c(=O)n3CC(=O)Nc2ccc(C)c(F)c2)C1 | 1.1% | -15.2% | x | 2.6% | 0.5 | 3.1% | -6.8% | -9.0% | -11.7%
CC1CCCC(C)N1C(=O)c1ccc(S(=O)(=O)NCc2ccco2)cc1 (stereo not drawn) | 30.0% | 3.6% | -5.3%[12.4 µM] | -3.8% | 1.3 | -9.3% | 0.9% | 1.2% | 18.1%
O=C(C=Cc1ccccn1)c1ccccc1O | 25.8% | 7.0% | x | -13.0% | x | x | x | u | x
Cc1ccccc1-c1nnnn1C1CCS(=O)(=O)C1 (stereo not drawn) | -17.5% | 9.4% | 2.4% | -7.9% | 1.1 | -4.5% | -8.6% | -1.7% | -29.4%
O=[N+]([O-])c1ccc2sc(SCc3nc4ccccn4c3Br)nc2c1 | x | x | 0.2% | x | -1.1 | -3.1% | -2.0% | x | 19.2%
Cc1ncc(C(=O)Nc2ccccc2)[nH]1 | 0.0% | 3.4% | x | -0.4% | x | x | x | -18.1% | x
CC(=O)c1ccccc1NC(=O)C1CCCN(C(=O)c2ccc(Cl)cc2)C1 (stereo not drawn) | 18.7% | 1.0% | 12.6% | -6.0% | -0.4 | x | x | 10.0% | x
O=C(c1cc(-c2ccccc2)n[nH]1)N1CCc2c([nH]c3ccccc23)C1c1ccccn1 (stereo not drawn) | -8.8% | -7.2% | -8.6% | 2.1% | -0.6 | -4.8% | -16.9% | -14.5% | -1.0%
c1ncc(CC2CCNCC2)[nH]1 | x | 0.5%&-7.5%[19.4 µM] | 2.6%&-10.1% | x | x | 0.9% | 6.8% | -1.3%&0.0% | x
Cc1ccc(-c2nn(Cc3ccccc3)cc2/C=C/C(=O)O)cc1 | 7.2% | 0.5% | -2.5% | 12.4% | -0.4 | -6.3% | -10.0% | 409.4%[activator] | 16.3%
C/C(=N/NC(=O)c1cc(C)[nH]n1)c1ccncc1 | -18.0% | 5.4% | 14.2% | -2.8% | 3.1 | 5.7% | -1.4% | u | 34.6%
CCOc1ccccc1CN1CCN(C2CCSCC2)CC1CCO (stereo not drawn) | 48.4%[activator] | -1.2% | 9.2% | 5.1% | 0.2 | -6.3% | -1.9% | -5.0% | 5.2%
CCOC(=O)C(CCCCCOc1ccccc1[N+](=O)[O-])C(=O)OCC | 1.6% | -0.7% | 6.2% | -1.8% | 0.0 | u | -7.4% | -25.0% | -0.8%
Cn1c(C(=O)NCc2ccc(F)cc2)cc2cc(S(=O)(=O)N3CCCCC3)ccc21 | -9.2% | 0.9%[60.1 µM] | x | 0.8% | 0.5 | 0.9% | -7.5% | -2.0% | 2.0%
COCCCNC(=S)Nc1ccc(C)cc1[N+](=O)[O-] | 29.3% | 1.1% | 18.8% | 4.2% | 0.6 | -9.7% | -1.3% | u | 38.1%[activator]
O=C(O)C1CCN(c2ncccn2)CC1 | 3.1% | -7.3% | -1.7% | -4.5% | -0.4 | -4.6% | 0.7% | 4.9% | 23.1%
CCOC(=O)C1(Cc2ccccc2C(F)(F)F)CCN(C(C)CSC)CC1 (stereo not drawn) | -17.0% | 6.6% | 2.2% | -3.1% | -0.6 | -14.0% | -3.6% | 38.8%[activator] | -13.2%
CC(=O)CSc1ccc(-c2nc3ccccc3[nH]2)cn1 | 94.8%[activator] | -6.3% | 3.0% | -15.9% | 0.3 | -10.1% | 3.9% | 10.4% | -29.4%
COc1ccc(CCNC(=O)C2CCCN(c3ncnc4c3nc3n4CCCCC3)C2)c(OC)c1 (stereo not drawn) | 19.1% | -13.3% | 23.9% | -3.4% | -0.5 | 8.5% | 0.8% | 15.6% | -11.0%
CCOC(=O)C1(CCOc2ccccc2)CCN(Cc2ccc(-n3cccn3)cc2)CC1 | -26.0% | -13.1% | -1.2% | -4.8% | 0.1 | -5.0% | -5.2% | -15.0% | -0.4%
COc1ccc(S(=O)(=O)Nc2cccc3c2O[C@H](CN(C)S(=O)(=O)c2cccs2)[C@@H](C)CN([C@H](C)CO)C3=O)cc1 | -13.8% | 9.8% | 26.2% | -1.8% | x | x | x | -23.0% | x
Cc1nc(-c2ccc(S(=O)(=O)NCc3ccc(OC(C)C)cc3)cc2)co1 | -2.8% | -5.1%[60.1 µM] | x | 3.8% | -0.1 | 4.0% | -0.7% | -6.1% | 3.1%
COc1ccc(N(Cc2cccs2)C(=O)Nc2cccc(Cl)c2)cc1 | u | -7.3% | x | 0.0% | 0.6 | -1.1% | -15.4% | 15.8µM* | u
O=C(CSc1ccccc1)Nc1nnc(-c2ccco2)o1 | 7.4% | -4.8% | 44.3% | 4.8% | -0.3 | x | x | -22.7% | x
COc1ccc(C2CC(=O)Nc3cc4c(cc32)OCO4)c(OC)c1 (stereo not drawn) | -4.1% | 14.7% | x | -1.2% | -0.7 | -1.9% | -1.4% | -25.9% | 0.8%
O=C(NCc1ccc(F)cc1)C1CCCN1C(=O)Nc1cccc(F)c1 (stereo not drawn) | 5.7% | -3.5% | 18.1% | 4.0% | 0.4 | -7.2% | -11.6% | 8.8% | 2.4%
Cc1ccccc1C(=O)c1cccn1CC(=O)NCCC1=CCCCC1 | 118.1%[activator] | -13.1% | 6.0% | 3.4% | -1.0 | u | -5.0% | -2.6% | 2.0%
Cc1ccc2nc(-c3ccc(NC(=O)CN4CCN(C(=O)c5ccco5)CC4)cc3)sc2c1 | 28.2µM* | 44.7µM* | -4.2% | x | 0.1 | -5.0% | -10.7% | u | 31.6µM*
O=C(CSc1ncccn1)n1c2c(c3ccccc31)CCCC2 | -0.3% | -10.9% | -1.2% | x | 0.3 | -6.5% | -12.2% | -3.8%[57.4 µM] | 13.9%
CCOc1ccccc1-n1nnnc1SCC(=O)O | 32.2%[activator] | -0.3% | 2.1% | -6.0% | 0.2 | -4.6% | -0.7% | -2.8% | 0.2%
CCOc1ccccc1NC(=O)CSc1nc(=O)n(CCCN2CCOCC2)c2c1CCCC2 | 2.9% | -2.6% | 9.4% | -2.8% | -0.7 | x | x | -3.5% | x
COc1cccc(N2CCN(C(=O)/C=C/c3ccco3)CC2)c1 | 91.4%[activator] | -3.5% | -6.4% | 6.4% | -0.5 | -21.6% | -2.3% | u | -27.6%
O=S(=O)(c1ccccc1)N1CCN(S(=O)(=O)c2ccccc2)C1 | 7.1% | -0.5% | -4.5% | 6.7% | -0.8 | -6.0% | -1.2% | 0.0% | 7.4%
O=C(CSc1ccccc1F)NCC1(N2CCCCC2)CCCCC1 | 4.6% | 4.9% | -8.8% | 3.3% | 0.3 | x | x | u | x
CCC(=O)NCc1ccc2[nH]c(C)cc2c1 | 37.2%[activator] | -4.1% | 26.4% | 11.2% | 0.2 | -10.2% | -10.5% | -11.2% | 41.8%
COc1cc(C(=O)N2CCN(Cc3ccccn3)CC2)cc(OC)c1OC | 11.3% | -4.9% | 53.6%[activator] | -11.5% | 0.7 | 10.3% | -0.2% | 0.0% | 12.2%
NCCOc1ccc(C23CC4CC(CC(C4)C2)C3)cc1 | -10.1% | -9.6% | -1.1% | -3.6% | 0.3 | 11.2µM* | -6.4% | u | 1.0%
CCn1c(SCC(=O)Nc2ccc(N3CCOCC3)cc2)nnc1-c1ccc(OC)cc1 | 15.1% | -0.4% | -3.3% | 7.9% | 0.5 | -7.9% | 0.9% | 20.8% | 6.6%
COc1cc(-c2nnc3sc(Cc4ccc(Cl)cc4)nn23)cc(OC)c1OC | 12.3% | 0.6% | x | -18.4% | x | x | x | u | x
CCN(Cc1ccccc1)C(=O)c1cccc(S(=O)(=O)N2CCN(c3ccc(F)cc3)CC2)c1 | 18.0% | -4.8% | -11.0% | -7.0% | -0.3 | x | x | 3.4% | x

Only part of the results is shown. The share of hits here may be higher or lower than overall.
